Compound activity (PubChem BioAssay)
Jurkat NFkB inh – inhibitors of induced NF-kB luciferase reporter, primary screen, TCR NF-kB activation inhibitor project, cell-based, luminescence, uHTS; inhibition, % at 4 µM; hit rate 0.53% among 330,000; Jurkat, PMA/ionomycin-induced NF-kB luciferase reporter; in the data active = inhibition above about 50%
Mdm2-MdmX inh – inhibitors of human Mdm2-MdmX association, primary screen, cell-based, luminescence, split luciferase, SaOS-2, uHTS; SaOS-2 split-luciferase Mdm2/MdmX complementation; hit rate 3% among 330,000; inhibition, % at 8 µM; Protein Mdm4 (Homo sapiens) + E3 ubiquitin-protein ligase Mdm2 (Homo sapiens), …;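 active = inhibition of at least 50% at 8 µM in the primary screen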
tim23-1 inh – growth inhibitors of tim23-1 mutant yeast, primary screen, luminescence, uHTS; AID 463212, 2010; hit rate 1.3% among 330,000; inhibition, % at 20 µM; S. cerevisiae tim23-1 growth, BacTiter-Glo luminescence, 24 h;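 active = growth inhibition of the mutant yeast at or above 50%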;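 note: temperature-sensitive mutant grown at 25 °C; plate controls were DMSO-treated mutant yeast for no effect and medium wells lacking yeast for full effect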
697 NFkB inh – inhibitors of PMA/ionomycin-induced NF-kB reporter, 697 cells, primary screen, B-cell NF-kB inhibitor project, cell-based, luminescence, uHTS | hit rate 0.33% among 330,000 | inhibition, % at 4 µM | AID 435022, 2010 | 697 B-cell NF-kB luciferase reporter, 16 h; in the data active = inhibition above about 35%
UPR CHOP act – activators of apoptotic CHOP UPR arm, primary screen, cell-based, CHO-CHOP luciferase reporter, luminescence, uHTS. activation, % at 10 µM. hit rate 0.34% among 330,000. UPR activation; percent of tunicamycin response over DMSO baseline;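 active = at 10 µM dose, activation of 40% or more, normalized to positive control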;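 note: 100% = tunicamycin at 10 µg/mL and 0% = DMSO alone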
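System: CHO-CHOP luciferase reporter cell line; amount: 500 cells/well; buffer or medium: F12 medium containing 10% fetal bovine serum; incubation: 6 h compound exposure at 37 °C after overnight seeding; measured by: luciferase luminescence after 10 min with Steady-Glo reagent; evaluation: % reporter activation, DMSO baseline versus tunicamycin full activation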
APJ antagonist – antagonists of human apelin receptor APJ, primary screen, CHO-K1 cells, beta-arrestin complementation, luminescence. P35414. inhibition, % at 20 µM. hit rate 0.32% among 330,000. AID 2521, 2010;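 active = inhibition above about 40% at 20 µM, limit read from the data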;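 note: cells challenged with 10 nM apelin-13 agonist together with compound; plate controls were apelin-13 plus DMSO wells for no effect and DMSO wells lacking apelin-13 for full effect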
Target sequence (P35414 whole entry, looked up): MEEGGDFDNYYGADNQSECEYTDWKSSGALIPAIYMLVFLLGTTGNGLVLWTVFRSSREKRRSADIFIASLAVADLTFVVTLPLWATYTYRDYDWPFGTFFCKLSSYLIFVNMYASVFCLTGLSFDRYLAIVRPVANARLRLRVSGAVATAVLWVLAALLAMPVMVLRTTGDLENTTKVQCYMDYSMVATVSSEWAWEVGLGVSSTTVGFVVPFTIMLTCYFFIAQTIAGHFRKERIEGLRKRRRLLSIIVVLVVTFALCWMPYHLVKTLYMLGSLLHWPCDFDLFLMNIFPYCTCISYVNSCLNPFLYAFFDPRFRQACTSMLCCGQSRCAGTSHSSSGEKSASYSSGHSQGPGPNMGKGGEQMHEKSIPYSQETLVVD
APJ agonist – agonists of human apelin receptor APJ, primary screen, CHO-K1 cells, PathHunter beta-arrestin, luminescence; P35414; 0% DMSO wells, 100% apelin; hit rate 0.11% among 330,000; activation, % at 20 µM;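 active = activation more than six SD over the plate average, tested at 20 µM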;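 note: 0% = DMSO alone and 100% = apelin-13 at 10 nM; some results filed as inactive read as strong as hits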
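Test system: CHO-K1 APJ beta-arrestin complementation cell line. Amount: cell density 1000 per well. Controls: DMSO negative, 10 nM Apelin-13 positive. Signal: luminescent beta-gal fragment complementation, chemiluminescent substrate. Read-out basis: agonist-driven arrestin binding to APJ. Timing: compound stimulation 90 min at 25 °C, detection 60 min.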
UPR XBP1 act – activators of adaptive XBP1 UPR arm, primary screen, cell-based, CHO-XBP1 luciferase reporter, luminescence, uHTS | AID 463104, 2010 | activation, % at 20 µM | hit rate 0.33% among 330,000 | IRE1-XBP1 UPR activation; percent of tunicamycin response, DMSO as zero;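 active = versus positive control, 20 µM dose yields 30% or more activation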;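 note: 100% = tunicamycin at 10 µg/mL and 0% = DMSO only wells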
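Material: CHO-XBP1 cells stably carrying IRE1-XBP1-driven luciferase reporter | Medium: F12 with 10% serum | Compound dosing: 20 µM single concentration, DMSO 1% | Incubation: Overnight seeding at 37 °C, 6 h compound treatment at 37 °C | Detection: Steady-Glo luminescence read | Read-out basis: % activation of reporter signal versus tunicamycin and DMSO controls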
* hit, by the source's call.

Cc1ccc(S(=O)(=O)NCC(=O)Nc2cccnc2)cc1C was read as Jurkat NFkB inh 3, Mdm2-MdmX inh -10, tim23-1 inh -5, 697 NFkB inh 7, UPR CHOP act -0.7, APJ antagonist 3, APJ agonist -2 and UPR XBP1 act 0.
`O=C(Nc1ccc(S(=O)(=O)N2CCCC2)cc1)c1cc(F)c(F)cc1Cl` gave Jurkat NFkB inh -1, Mdm2-MdmX inh 4, tim23-1 inh 36, 697 NFkB inh -3, UPR CHOP act 1.8, APJ antagonist -8, APJ agonist 0 and UPR XBP1 act -4.
`CCC1CCc2c([nH]c3ccccc3c2=O)O1` (stereo not drawn) gave Jurkat NFkB inh 3, Mdm2-MdmX inh 23, tim23-1 inh 2, 697 NFkB inh 0, UPR CHOP act -0.4, APJ antagonist -8, APJ agonist -1 and UPR XBP1 act -1.
Cc1ccc(NC(=O)NNC(=O)c2sccc2-n2cccc2)cc1 was read as Jurkat NFkB inh 7, Mdm2-MdmX inh 15, tim23-1 inh 7, 697 NFkB inh 4, UPR CHOP act -0.3, APJ antagonist -39, APJ agonist 1 and UPR XBP1 act -4.
Screening COc1ccc(C2(CNC(=O)c3cccc([N+](=O)[O-])c3)CCOCC2)cc1OC returned Jurkat NFkB inh -3, Mdm2-MdmX inh -22, tim23-1 inh 18, 697 NFkB inh -15, UPR CHOP act 10, APJ antagonist 12, APJ agonist 4 and UPR XBP1 act -1.
`CN(C)CCNC(=O)C(=O)Nc1cc2c3c(c1)CCC(=O)N3CCC2` gave Jurkat NFkB inh -9, Mdm2-MdmX inh 7, tim23-1 inh 9, 697 NFkB inh -43, UPR CHOP act 0.4, APJ antagonist -7, APJ agonist -5 and UPR XBP1 act -2.
Cc1ccc(Oc2nnc(-c3cccs3)c3ccccc23)cc1 was read as Jurkat NFkB inh -6, Mdm2-MdmX inh 27, tim23-1 inh 15, 697 NFkB inh 0, UPR CHOP act -1.1, APJ antagonist 4, APJ agonist -1 and UPR XBP1 act 1.
Screening Cc1ccccc1N1C(=O)C(Cl)=C(N2CCCCCC2)C1=O returned Jurkat NFkB inh -13, Mdm2-MdmX inh -29, tim23-1 inh 33, 697 NFkB inh -25, UPR CHOP act -3.6, APJ antagonist -7, APJ agonist -2 and UPR XBP1 act 0.
`COc1ccccc1/C=C(\NC(=O)c1ccc(OC)c(OC)c1)C(=O)Nc1ccc([N+](=O)[O-])cc1` gave Jurkat NFkB inh -14, Mdm2-MdmX inh 7, tim23-1 inh 5, 697 NFkB inh -5, UPR CHOP act -1.3, APJ antagonist 4, APJ agonist -3 and UPR XBP1 act 0.
For CCN1C(=O)N[C@@H](c2cccs2)C(C(C)=O)=C1C the results were Jurkat NFkB inh 10, Mdm2-MdmX inh -17, tim23-1 inh 14, 697 NFkB inh -2, UPR CHOP act 0.9, APJ antagonist 5, APJ agonist 6 and UPR XBP1 act 1.
O=c1c2c(nc3cc(-c4cccc(Cl)c4)[nH]n13)CCCC2 was read as Jurkat NFkB inh -137, Mdm2-MdmX inh -85, tim23-1 inh -10, 697 NFkB inh -299, UPR CHOP act -2.1, APJ antagonist -4, APJ agonist -3 and UPR XBP1 act -5.
COc1ccc(CCC(=O)NNC(=O)Nc2cccc(Cl)c2)cc1 was read as Jurkat NFkB inh 1, Mdm2-MdmX inh -7, tim23-1 inh 11, 697 NFkB inh 5, UPR CHOP act 0.5, APJ antagonist 6, APJ agonist -3 and UPR XBP1 act -6.

3 compounds out of the list, ordered by heavy-atom count, low to high:
`CCC1CCc2c([nH]c3ccccc3c2=O)O1` (stereo not drawn) gave Jurkat NFkB inh 3, Mdm2-MdmX inh 23, tim23-1 inh 2, 697 NFkB inh 0, UPR CHOP act -0.4, APJ antagonist -8, APJ agonist -1 and UPR XBP1 act -1.
For CCN1C(=O)N[C@@H](c2cccs2)C(C(C)=O)=C1C the results were Jurkat NFkB inh 10, Mdm2-MdmX inh -17, tim23-1 inh 14, 697 NFkB inh -2, UPR CHOP act 0.9, APJ antagonist 5, APJ agonist 6 and UPR XBP1 act 1.
Cc1ccc(NC(=O)NNC(=O)c2sccc2-n2cccc2)cc1 was read as Jurkat NFkB inh 7, Mdm2-MdmX inh 15, tim23-1 inh 7, 697 NFkB inh 4, UPR CHOP act -0.3, APJ antagonist -39, APJ agonist 1 and UPR XBP1 act -4.

(continued)
CCCNc1nc(C)cc(-c2cc(C(=O)NCc3ccccc3)on2)n1 was read as Jurkat NFkB inh 6, Mdm2-MdmX inh 38, tim23-1 inh 30, 697 NFkB inh 20, UPR CHOP act -1.0, APJ antagonist 15, APJ agonist 4 and UPR XBP1 act 0.
`O=C(N=Nc1c(O)[nH]c2ccc(Br)cc12)c1ccccc1-n1cccc1` gave Jurkat NFkB inh 71*, Mdm2-MdmX inh 44, tim23-1 inh 30, 697 NFkB inh 13, UPR CHOP act 0.8, APJ antagonist 15, APJ agonist -5 and UPR XBP1 act 21.
For Cc1cc(C)c(OCC(=O)OCC(=O)NCCC2=CCCCC2)c(C)c1 the results were Jurkat NFkB inh 3, Mdm2-MdmX inh -4, tim23-1 inh 18, 697 NFkB inh 7, UPR CHOP act 1.4, APJ antagonist 1, APJ agonist 9 and UPR XBP1 act -1.
Screening COc1ccc(S(=O)(=O)N2CCCC(C(=O)Nc3ccc4c(c3)OCCO4)C2)cc1 (stereo not drawn) returned Jurkat NFkB inh 4, Mdm2-MdmX inh 2, tim23-1 inh 14, 697 NFkB inh 8, UPR CHOP act 5.2, APJ antagonist -5, APJ agonist 1 and UPR XBP1 act -5.
`COc1ccc(-c2n[nH]c(=S)n2CC(C)C)cc1` gave Jurkat NFkB inh 2, Mdm2-MdmX inh 3, tim23-1 inh 7, 697 NFkB inh -7, UPR CHOP act -2.1, APJ antagonist 12, APJ agonist -2 and UPR XBP1 act -1.
Screening COc1ccc(CCC(=O)Nc2cccc(S(=O)(=O)N3CCOCC3)c2)cc1OC returned Jurkat NFkB inh -3, Mdm2-MdmX inh 23, tim23-1 inh -8, 697 NFkB inh 9, UPR CHOP act 0.6, APJ antagonist 7, APJ agonist -1 and UPR XBP1 act -3.
`CCOC(=O)c1c(CSc2ccccc2)n(C)c2ccc(O)cc12` gave Jurkat NFkB inh 1, Mdm2-MdmX inh 36, tim23-1 inh 15, 697 NFkB inh -3, UPR CHOP act 0.5, APJ antagonist -9, APJ agonist -5 and UPR XBP1 act 0.
`COc1ccccc1NC(=O)CN(Cc1ccccc1)S(C)(=O)=O` gave Jurkat NFkB inh 6, Mdm2-MdmX inh -11, tim23-1 inh 13, 697 NFkB inh 8, UPR CHOP act -1.9, APJ antagonist 5, APJ agonist 1 and UPR XBP1 act -2.
Cc1ccc(OC(=O)c2ccc3c(=O)n4c(nc3c2)CCC4)cc1 was read as Jurkat NFkB inh 8, Mdm2-MdmX inh 0, tim23-1 inh 26, 697 NFkB inh -13, UPR CHOP act 5.6, APJ antagonist -6, APJ agonist 11 and UPR XBP1 act 0.
Cc1c(C(=O)NCCC2=CCCCC2)oc2ccc(S(=O)(=O)N3CCC4(CC3)OCCO4)cc12 was read as Jurkat NFkB inh 19, Mdm2-MdmX inh 10, tim23-1 inh 14, 697 NFkB inh 17, UPR CHOP act 3.5, APJ antagonist -7, APJ agonist 2 and UPR XBP1 act 0.
For CC1(C)CC(=O)C(C=NCCCN2CCOCC2)=C(O)C1 the results were Jurkat NFkB inh -3, Mdm2-MdmX inh 11, tim23-1 inh 9, 697 NFkB inh 19, UPR CHOP act -0.7, APJ antagonist -3, APJ agonist -5 and UPR XBP1 act -2.
Cc1ccc(C)c(S(=O)(=O)N2CCCCC2CCNC(=O)C(=O)NCc2ccccc2)c1 (stereo not drawn) was read as Jurkat NFkB inh 12, Mdm2-MdmX inh 48, tim23-1 inh 19, 697 NFkB inh -44, UPR CHOP act 4.0, APJ antagonist 2, APJ agonist 3 and UPR XBP1 act -4.
For COc1ccc(CCN(C)C(=O)c2cc(-c3ccc(C)cc3)nc3ccccc23)cc1OC the results were Jurkat NFkB inh -1, Mdm2-MdmX inh 11, tim23-1 inh -4, 697 NFkB inh -13, UPR CHOP act 0.3, APJ antagonist 5, APJ agonist -7 and UPR XBP1 act -5.
Screening O=C(Nc1nc2ccccc2[nH]1)c1ccccc1 returned Jurkat NFkB inh -163, Mdm2-MdmX inh -66, tim23-1 inh -12, 697 NFkB inh -292, UPR CHOP act -5.7, APJ antagonist 8, APJ agonist -1 and UPR XBP1 act -12.
Screening COCCNC(=O)NC1(C(F)(F)F)Oc2ccc(Cl)cc2O1 (stereo not drawn) returned Jurkat NFkB inh 15, Mdm2-MdmX inh 19, tim23-1 inh 9, 697 NFkB inh -19, UPR CHOP act -0.3, APJ antagonist -11, APJ agonist 0 and UPR XBP1 act 5.
`COc1ccc(S(=O)(=O)N2CCCC2CNC(=O)C(=O)NCc2ccc(C)cc2)cc1` (stereo not drawn) gave Jurkat NFkB inh 18, Mdm2-MdmX inh 18, tim23-1 inh 21, 697 NFkB inh 8, UPR CHOP act 4.6, APJ antagonist 15, APJ agonist -2 and UPR XBP1 act 0.
Screening CCCCC(=O)Nc1nnc(SCC(=O)NCC2CCCO2)s1 (stereo not drawn) returned Jurkat NFkB inh 3, Mdm2-MdmX inh 27, tim23-1 inh -6, 697 NFkB inh 16, UPR CHOP act 0.5, APJ antagonist 9, APJ agonist -1 and UPR XBP1 act -2.
For CCC(CC)c1nnc(NC(=O)/C=C/c2ccco2)s1 the results were Jurkat NFkB inh -7, Mdm2-MdmX inh -21, tim23-1 inh 6, 697 NFkB inh -49, UPR CHOP act 3.4, APJ antagonist -6, APJ agonist 0 and UPR XBP1 act 3.
For COc1ccccc1CNC(=O)c1ccc(NC(=O)CC2SC(N3CCCC3)=NC2=O)cc1 (stereo not drawn) the results were Jurkat NFkB inh 10, Mdm2-MdmX inh -4, tim23-1 inh -9, 697 NFkB inh 8, UPR CHOP act 0.5, APJ antagonist -8, APJ agonist -2 and UPR XBP1 act -2.
`C=CCc1cccc2cc(C(=O)O)c(=O)oc12` gave Jurkat NFkB inh -6, Mdm2-MdmX inh -6, tim23-1 inh 5, 697 NFkB inh -3, UPR CHOP act -0.6, APJ antagonist -10, APJ agonist -2 and UPR XBP1 act 3.
Cc1cccc(C)c1NC(=O)CSCC(=O)c1ccc(O)c(O)c1 was read as Jurkat NFkB inh 4, Mdm2-MdmX inh 15, tim23-1 inh 14, 697 NFkB inh -15, UPR CHOP act 2.8, APJ antagonist 6, APJ agonist 1 and UPR XBP1 act 1.
CCOc1ccc(N(C(C)C(=O)N2CCCCCC2)S(C)(=O)=O)cc1 (stereo not drawn) was read as Jurkat NFkB inh 2, Mdm2-MdmX inh 25, tim23-1 inh 26, 697 NFkB inh 11, UPR CHOP act 0.1, APJ antagonist 12, APJ agonist -3 and UPR XBP1 act -3.
For Cc1ccc(-n2nc(C)c3onc(C)c3c2=O)cc1 the results were Jurkat NFkB inh -16, Mdm2-MdmX inh 2, tim23-1 inh -2, 697 NFkB inh 12, UPR CHOP act 1.0, APJ antagonist -11, APJ agonist 0 and UPR XBP1 act -2.
